POLB inh = qHTS Assay for Inhibitors of DNA Polymerase Beta; P06746; Pol beta primer extension/strand displacement, fluorescence kinetic; Potency, µM (highest dose often 114 µM), for inactives: at the highest dose activity change, negative = inhibition, actives largely listed as inhibitors; 340,000 tested, 1.3% active; AID 485314, 2010; note: potency is the fitted concentration of half-maximal effect; % is set by controls: 0 for no effect and ±100 for the full control effect
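Pol beta (10 nM) was preincubated with compound for 15 min at room temperature. The reaction was then started with 50 nM substrate and read immediately and after a further 10 min at room temperature.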
12-LOX inh = Primary qHTS assay for inhibitors of human arachidonate 12S-lipoxygenase (ALOX12): Round 2. Polyunsaturated fatty acid lipoxygenase ALOX12 (Homo sapiens), P18054. purified 12hLO, xylenol orange hydroperoxide absorbance. Potency, µM (top dose mostly 108 µM), inactives show at the top dose activity change, negative = inhibition, usual class: inhibitors. 580,000 tested, 1.1% active. AID 1671190, 2021; note: potency is the fitted concentration of half-maximal effect; % is set by controls: 0 for no effect and ±100 for the full control effect
Target sequence (P18054 whole entry, looked up): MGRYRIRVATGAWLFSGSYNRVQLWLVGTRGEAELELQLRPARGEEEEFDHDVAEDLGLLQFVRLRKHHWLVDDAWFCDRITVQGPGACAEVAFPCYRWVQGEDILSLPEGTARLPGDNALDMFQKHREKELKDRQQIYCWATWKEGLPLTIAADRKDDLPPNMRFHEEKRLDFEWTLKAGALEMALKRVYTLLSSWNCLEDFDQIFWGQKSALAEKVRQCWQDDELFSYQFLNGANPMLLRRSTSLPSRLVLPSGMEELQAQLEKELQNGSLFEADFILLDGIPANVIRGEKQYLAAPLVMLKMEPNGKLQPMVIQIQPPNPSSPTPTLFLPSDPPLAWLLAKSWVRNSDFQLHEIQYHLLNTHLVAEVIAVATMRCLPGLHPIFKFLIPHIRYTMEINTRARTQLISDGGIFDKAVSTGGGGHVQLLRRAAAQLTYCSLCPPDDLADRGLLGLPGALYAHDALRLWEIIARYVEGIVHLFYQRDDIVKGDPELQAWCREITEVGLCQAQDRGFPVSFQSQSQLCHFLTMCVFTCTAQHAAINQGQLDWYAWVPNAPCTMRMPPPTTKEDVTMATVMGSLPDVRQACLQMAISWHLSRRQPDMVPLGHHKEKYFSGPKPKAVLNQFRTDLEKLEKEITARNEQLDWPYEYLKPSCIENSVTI
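Hydroperoxide product was detected by ferrous iron/xylenol orange as the 573 to 405 nm absorbance ratio. Arachidonic acid at 40 uM (final) was turned over for 30 min at room temperature by 150 nM human 12hLO, pH 7.0 Hepes buffer, after 15 min compound preincubation.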
BLM inh = qHTS Assay for Inhibitors of Bloom's syndrome helicase (BLM) | 350,000 tested, 0.2% active | RecQ-like DNA helicase BLM (Homo sapiens), P54132 | Potency, µM (highest dose often 56.1 µM), inactives show at the highest dose activity change, negative = inhibition, actives largely listed as inhibitors | recombinant BLM DNA unwinding, fluorescence dequenching | AID 2528, 2010;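 note: potency is the fitted concentration of half-maximal effect; plate controls were vehicle for no effect and no enzyme for full effect; nearly all actives have a fitted effect of over 35% in size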
POLK inh = qHTS for Inhibitors of Polymerase Kappa. DNA polymerase kappa (Homo sapiens), Q9UBT6. 400,000 tested, 0.53% active. purified Pol kappa, fluorescent DNA synthesis assay, 10 min. Potency, µM (top dose mostly 107 µM), for inactives: at the highest dose activity, negative = inhibition, most hits filed as inhibitors; note: potency is the fitted concentration of half-maximal effect; % is set by controls: 0 for no effect and ±100 for the full control effect
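Here, compound and 10 nM enzyme are combined for 15 min at room temperature; adding 50 nM substrate (final) starts DNA synthesis, tracked by fluorescence at 0 and 10 min against buffer-only wells.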
Anesthetic bind = qHTS Assay for Identification of Novel General Anesthetics | Potency, µM (titrated, usually from 77.5 µM), inactives show at the top dose activity change, negative = displacement, usual class: inhibitors | AID 485281, 2010 | 350,000 tested, 0.074% active | apoferritin/1-aminoanthracene competitive binding, fluorescence; note: potency is the fitted concentration of half-maximal effect; % is set by controls: 0 for no effect and ±100 for the full control effect; nearly all actives have a fitted effect of over 20% in size
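Steps: apoferritin (10 uM) was premixed with half-saturated 1-AMA in PBS, compounds were pin-transferred, plates stood 10 min at room temperature, fluorescence was read at 380/535 nm, and curves were fitted with a Hill equation.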
APE1 inh = qHTS Assay for Inhibitors of the Human Apurinic/apyrimidinic Endonuclease 1 (APE1); DNA repair nuclease/redox regulator APEX1 (Homo sapiens), P27695; AID 2517, 2012; recombinant APE1, TAMRA/BHQ-2 abasic DNA cleavage fluorescence; 350,000 tested, 0.35% active; Potency, µM (highest dose often 65.8 µM), without a hit: top-dose activity change, negative = inhibition, actives largely listed as inhibitors;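 note: potency is the fitted concentration of half-maximal effect; plate controls were vehicle for no effect and reference inhibitor for full effect; nearly all actives have a fitted effect of over 55% in size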
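APE1 at 0.75 nM final was preincubated with compound 15 min at room temperature, then 50 nM double-stranded THF abasic-site substrate (5'-TAMRA/3'-BHQ-2) was added. Fluorescence (ex 525/em 598 nm) was read kinetically; third-minus-first read gave activity.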
POLI inh = qHTS for Inhibitors of Polymerase Iota; Potency, µM (highest dose often 115 µM), inactives show at the highest dose activity, negative = inhibition, hits mostly inhibitors; AID 588590, 2011; Pol iota fluorescent replication assay, 10 min; 390,000 tested, 1% active; note: potency is the fitted concentration of half-maximal effect
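Pol iota at 10 nM preincubated 15 min with compounds at room temperature; reaction started with fluorescent substrate, 50 nM final. Fluorescence read kinetically at 0 and 10 min; buffer-only wells as negative control.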
ERG-DNA inh = qHTS for Small Molecule Inhibitors of the ERG Ets/DNA interaction; Transcriptional regulator ERG (Homo sapiens), P11308; fluorescence polarization, His-ERG Ets domain / labelled DNA; Potency, µM (doses to about 76.9 µM), for inactives: at the highest dose FP activity, negative = inhibition, most hits filed as inhibitors; 370,000 tested, 0.028% active; AID 624246, 2012; active = well fitted inhibition curve with a large enough effect in the polarisation, with a control signal flat; inconclusive = small, poorly fitted or top-dose-only effect, or effect the other way, or a change in a side signal; inactive = no such curve, though single readings can be large or run the other way; the % refers to the polarisation;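 note: polarization taken with two DNA probes labelled with fluorescein and Texas red; potency is the fitted concentration of half-maximal effect; % of control where 0% means no effect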
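His-tagged ERG Ets domain (1 uM in the protein solution; 300mM KCl, 50mM Tris-HCl, 1mM EDTA, 1mM DTT, pH 7.5) received compound, then a probe mix of 5 nM fluorescein-DNA and 100nM Texas-615-DNA. Fluorescence polarization was read for both dyes.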
TRHR agonist = qHTS for Small Molecule Agonists and Allosteric Enhancers of Human TRH Receptor: Primary Screen for Agonists; Thyrotropin-releasing hormone receptor (Homo sapiens), P34981; TRHR cells, calcium flux fluo-8, FDSS agonist mode; activation, % at 2 µM; 360,000 tested, 0.18% active; in the data active = activation above about 30%; note: 0% is about no effect
Target sequence (P34981 whole entry, looked up): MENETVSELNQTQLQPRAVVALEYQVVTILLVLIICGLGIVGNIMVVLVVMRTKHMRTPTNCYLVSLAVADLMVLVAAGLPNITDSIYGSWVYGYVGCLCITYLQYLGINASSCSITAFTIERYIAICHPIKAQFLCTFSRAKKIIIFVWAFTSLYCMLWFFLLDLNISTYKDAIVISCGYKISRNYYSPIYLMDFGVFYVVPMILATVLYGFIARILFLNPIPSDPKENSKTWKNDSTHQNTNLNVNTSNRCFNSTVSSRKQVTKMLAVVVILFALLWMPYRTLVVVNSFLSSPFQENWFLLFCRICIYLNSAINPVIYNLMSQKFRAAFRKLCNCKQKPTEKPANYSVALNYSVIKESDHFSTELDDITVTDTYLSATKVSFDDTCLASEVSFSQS
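Fluo-8-loaded TRHR cells; 10 s baseline, compound added, kinetic Ca2+ fluorescence read 1/s, agonist mode.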
* = called active by the depositor; i = inactive; ? = inconclusive; / = no result given; & = joins results of further samples; [ ] = dose if it differs, or a comment. Unless noted, calls come from the whole dose curve; as a rule, active = well fitted curve in the direction sought with a large enough effect; inconclusive = small, poorly fitted or top-dose-only effect, or another doubt; inactive = no such curve, though single readings can be large; an effect the other way counts as inactive or inconclusive.

SMILES	POLB inh	12-LOX inh	BLM inh	POLK inh	Anesthetic bind	APE1 inh	POLI inh	ERG-DNA inh	TRHR agonist
Cc1ccc(OCC(=O)Nc2ccc(O)c(C(=O)O)c2)cc1C	-6%	?	-3%	-16%	-5%	-3%	27%	/	0.3
O=C(CN(C(=O)CSc1nc2ccccc2o1)c1ccccc1)NC1CCCCC1	3%	9%	-4%	-5%[60.1 µM]	-13%	-8%	17%	/	/
COc1ccc(C(C)C)cc1S(=O)(=O)Nc1ccncc1	?	-4%	-1%	-2%	-4%	2%	77%[activator]	9%	-0.5
Cc1cc(C)c(NC(=O)CSc2nc3ncc(Br)cc3[nH]2)c(C)c1	33%	6%	-3%	-1%	-6%	8%	-4%	1%	-0.4
COc1ccc(N/C=C(\C(C)=O)c2ccc(OC)c(OC)c2)cc1OC	43%[activator]	1%	-3%	-10%	-6%	23%	126%[activator]	?	-0.3
CCC(=O)N1CCN(c2cc(N3CCCC3)c(F)cc2[N+](=O)[O-])CC1	/	-18%	/	-1%	/	/	?	-3%	/
Nc1ccc2cccc(O)c2c1	/	-13%	/	79µM*	/	/	13µM*	-6%	/
CCOc1ccccc1NC(=O)C1CCN(C(=O)c2cccs2)CC1	23%	-16%	1%	-12%	-13%	2%	44%[activator]	4%	0.3
Cc1cccc(OCC(O)CN2CCN(C3CCCCC3)CC2)c1 (stereo not drawn)	14%	?	-2%	-18%	-11%	-4%	-13%	2%	-0.1
CC(C)N(C(=O)CSc1nc(Cc2ccccc2)nc2ccccc12)C(C)C	4%	-9%	-10%	-14%	?	2%	?	4%	0.1
CSc1ncccc1C(=O)OCC(=O)N1CC(=O)Nc2ccccc21	/	?	/	11%	/	21%	25%	-2%	-0.3
COc1ccc(Cl)cc1NC(=O)CN(C)C(=O)CNC(=O)C12CC3CC(CC(C3)C1)C2	1%	-16%	0%	-16%	?	7%	-11%	-6%	3.4
CSCC[C@H](NC(=O)[C@H](CC(C)C)NC(=O)[C@H](CO)NC(=O)[C@H](CCC(=O)O)NC(=O)[C@H](CC(C)C)NC(=O)[C@H](Cc1ccc(O)cc1)NC(=O)[C@H](CCCCN)NC(=O)[C@H](CCCCN)NC(=O)[C@H](C)NC(=O)[C@H](CO)NC(=O)[C@H](CC(C)C)NC(=O)[C@H](CCC(N)=O)NC(=O)CNC(=O)[C@H](CC(C)C)NC(=O)[C@H](CC(C)C)NC(=O)[C@H](CCCCN)NC(=O)[C@H](CO)NC(=O)[C@H](Cc1ccccc1)NC(=O)[C@H](CC(=O)O)NC(=O)[C@H](CO)NC(=O)[C@@H](NC(=O)[C@H](Cc1ccccc1)NC(=O)[C@@H](NC(=O)CNC(=O)[C@H](CC(=O)O)NC(=O)[C@H](C)NC(=O)[C@@H](N)Cc1cnc[nH]1)C(C)C)[C@@H](C)O)C(N)=O	/	/	2%	19%[60.1 µM]	7%	-9%	/	/	/
COc1ccc(C2/C(=C(/O)c3ccc4c(c3)CC(C)O4)C(=O)C(=O)N2CCCN2CCOCC2)cc1OC (stereo not drawn)	13%	-10%	-2%	-3%	-13%	16%	15%	-6%	0.7
COc1cccc(Cn2c(=O)c(CCc3ccccc3)nc3cnc(N4CCOCC4)nc32)c1	/	0%	8%	-7%[60.1 µM]	/	5%	/	/	/
CCOc1cccc(CN2CCCC(N3CCc4ccccc4C3)C2)c1O (stereo not drawn)	-1%	2%	0%	-4%	-18%	36%	23%	-18%	-0.2
CCN1CCSc2ccc(C(=O)NCc3cccc(Br)c3)cc21	?	-3%[57.4 µM]	-6%&-8%	3%&-18%	469%[activator]	42%[activator]	21%&-27%	8%&0%	-0.3&-0.5
O=S(=O)(O)c1nc2ccccc2n1Cc1ccc(Cl)cc1Cl	15%	?	-5%	-10%	?	4%	-3%	8%	-0.1
CC(C)c1ccc(NC(=O)CSc2nc(=O)[nH]c3c2CCCC3)cc1	/	-6%	/	-1%	/	20%	7%	-4%	-0.3
CCOC(=O)c1c(C)nc(-c2ccccc2)nc1NC(C)=O	0%	5%	0%	-11%	-16%	-7%	5%	4%	-0.4
Cc1cc(C)nc(Oc2ccc([N+](=O)[O-])cc2)n1	6%	-10%	0%	-5%	-6%	1%	92%[activator]	-6%	-0.4
Cc1ccc(C)c(CNS(=O)(=O)c2ccc3c(c2)C(C)(C)C(=O)N3C)c1	38%&13%	-13%&-24%	-3%&-1%	-7%&2%	?	-17%	-6%&-6%	8%&-6%	0.0&-0.4
COC(=O)c1cc(NC(=O)CC2C(=O)NCCN2C(=O)c2ccccc2)cc(C(=O)OC)c1 (stereo not drawn)	22%	-2%	-1%	-11%	-4%	2%	-7%	1%	-0.2
Cc1ccccc1OCC(=O)Nc1ccc2c(c1)C(=O)N(CCC(=O)O)C2=O	8%	i	1%	0%	-5%	29%	14%	9%	0.3
CC(Oc1cccc2cccnc12)C(=O)N/N=C/c1ccc2c(c1)OCO2 (stereo not drawn)	/	-4%	/	21%	/	/	2%	9%	/
COc1cccc(NC(=O)C2CCCN2C(=O)Nc2ccccc2)c1 (stereo not drawn)	0%	-5%	0%	0%	1%	50%[activator]	118%[activator]	-4%	-0.5
CC(CN1CCCCC1)OC(=O)c1ccc2c(c1)OCCO2 (stereo not drawn)	11%	-12%	2%	-3%	-3%	73%[activator]	1%	10%	0.4
O=C1C(CN2CCCC2)CCCC1CN1CCCC1 (stereo not drawn)	/	-3%	/	-4%	/	/	4%	0%	/
CCCC(c1nnnn1Cc1ccc(F)cc1)N1CCN(CC)CC1 (stereo not drawn)	-1%	-27%	1%	-3%	-7%	6%	33%[activator]	-15%	0.1
O=C(CN1CCN(S(=O)(=O)c2ccc(F)c(Cl)c2)CC1)N1CCc2ccccc2C1	/	1%	/	-16%	/	/	-10%	10%	/
COC(=O)CCSCC(=O)Nc1cc(C)on1	1%	-18%	1%	0%	6%	1%	10%	10%	0.0
c1csc(-c2ccc3ccccc3n2)c1	1%	1%	0%	-2%	?	-3%	16%	-12%	0.1
Cc1cccc(-n2nnnc2SCC(=O)c2cc(C)n(CC3CCCO3)c2C)c1 (stereo not drawn)	-29%	-29%	-25%	-9%	-11%	6%	7%	-2%	-0.1
Cc1ccccc1C(=O)Oc1c(Sc2ccccc2)c(C)nn1C(C)(C)C	9%	-18%	-6%	1%	-2%	/	-4%	?	0.2
O=C(N=C1SC2CS(=O)(=O)CC2N1c1c(Cl)cccc1Cl)C1CC1 (stereo not drawn)	39%	10%	-1%	-1%	-2%	-6%	-3%	4%	0.1
CCc1nc2nc(C)cc(Nc3ccc(F)c(Cl)c3)n2n1	6%	2%	1%	-18%	-1%	/	23%	0%	-1.1
CCC(C)NC(=O)Cn1c(=O)n(CCCC(=O)NCc2ccc(C)cc2)c(=O)c2ccccc21 (stereo not drawn)	-11%	0%	-4%	7%	-8%	/	39%[activator]	-1%	-1.1
COc1ccc(S(=O)(=O)N(C)C[C@H]2Oc3ccc(NC(=O)C4CCCCC4)cc3C(=O)N([C@H](C)CO)C[C@@H]2C)cc1	/	6%	/	-10%	/	8%	27%	-7%	/
O=C(c1ccco1)N1CCC[C@@]2(CCN(Cc3nccs3)C2)C1	/	2%[57.4 µM]	1%	-12%[60.1 µM]	/	6%	/	/	/
CN(CC(=O)Nc1ccc(Cl)cc1)C(=O)C1=COCCO1	/	-12%	/	-10%	/	47%[activator]	15%	-2%	-0.7
CC(=O)O[C@@H]1[C@H]2[C@@H](C[C@@H](C)[C@@H]3CCC(=O)[C@@]13C)OC(=O)[C@@H]2C	-3%	0%	-2%	0%	4%	3%	6%	-2%	0.2
CC(=O)Nc1ccc(S(=O)(=O)NCc2cn3ccsc3n2)cc1	71%	21%	-9%	-8%	3%	17%	11%	/	0.5
CCOCCc1c(O)nc(SCC(=O)N2CCOCC2)[nH]c1=O	5%	-1%	-6%	-6%	1%	12%	10%	-2%	0.0
Cc1ccc(NC(=O)COc2coc(CN3c4ccccc4CC3C)cc2=O)c(C)c1 (stereo not drawn)	/	?	/	-6%	/	-6%	-13%	15%	-0.3
O=C(COC(=O)CCc1c[nH]c2ccccc12)Nc1cc([N+](=O)[O-])ccc1Cl	7%	-2%	-5%	6%	?	-8%	-4%	1%	-0.2
O=C(C(=Cc1ccccc1)CN1CCCCC1)c1ccccc1	/	-7%	/	-8%	/	/	-16%	0%	/
O=C(Cn1nc(-c2ccc(F)cc2)ccc1=O)Nc1ccc2c(c1)OCCO2	48%	12%	-4%	-11%	-23%	1%[12.4 µM]	123%[activator]	-3%	-0.1
CCn1c(=O)c2ccccc2n(Cc2cccc(C)c2)c1=O	0%	7%	-7%	6%	-15%	13%	36%[activator]	-11%	-0.3

Complete entries, looked up by structure. Screens in order: POLB inh	12-LOX inh	BLM inh	POLK inh	Anesthetic bind	APE1 inh	POLI inh	ERG-DNA inh	TRHR agonist
CC(C)N(C(=O)CSc1nc(Cc2ccccc2)nc2ccccc12)C(C)C is listed with 4%	-9%	-10%	-14%	?	2%	?	4%	0.1
Cc1ccccc1C(=O)Oc1c(Sc2ccccc2)c(C)nn1C(C)(C)C is listed with 9%	-18%	-6%	1%	-2%	/	-4%	?	0.2

Only part of the results is shown; rates above refer to the full screens.
